PPC-1+TRAIL kill – kills PPC-1 cancer cells in the presence of TRAIL; PPC-1 cells + TRAIL, ATPLite viability luminescence; cell killing (% activity), % at 4 µM; 220,000 tested, 0.41% active; AID 1443;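 active means cell killing above 50% in the first pass at 4 µM, then a duplicate retest at 5 µM averaging 50% or more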;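 further: plate controls were cells with TRAIL plus DMSO for no effect and medium-only wells lacking cells for full effect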
NCF1 inh – inhibitors of human p47phox binding; P14598; p47phox/p22phox peptide binding, fluorescence polarization, 2 h; inhibition, % at 24.7 µM; 220,000 tested, 0.53% active; AID 1274;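 active means inhibition above about 30%, limit read from the data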;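 further: 0% = p47phox with labelled peptide and 100% = labelled peptide alone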
TRPN1 ag – agonists of zebrafish TRPN1 channel. HEK293 zebrafish TRPN1-YFP, Fluo-8 calcium fluorescence; 100% = response to 87 µM carbachol. activation, % at 3 µM. 220,000 tested, 0.18% active;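 active means activation above its plate's cutoff, the mean activation of test wells on that plate plus 3 SD, cut at about 19% in these data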;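 further: 0% = DMSO alone and 100% = 87 µM carbachol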
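Control set: carbachol 87 µM as high control, DMSO as low control; system: HEK293 stable line with zebrafish TRPN1-YFP; read-out: % activation versus carbachol response; detection: intracellular calcium fluorescence with Fluo-8; doses: single test compound dose, 3 µM nominal, 0.3% DMSO; schedule: dye 1 h 37 °C plus 30 min RT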
Runt-SMMHC FRET – inhibitors of human RUNX1 Runt domain binding to CBFb-SMMHC; AID 1434; 220,000 tested, 0.74% active; inhibition, % at 20 µM; Cerulean-Runt/Venus-CBFb-SMMHC FRET ratio 530/480, 1 h; Q01196+Q13951;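 active means mean inhibition across duplicate retests at 20 µM reaching about 50%, limit read from the data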;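 further: 0% = DMSO wells and 100% = wells with excess untagged CBFb-SMMHC; inhibitors lower the FRET ratio by blocking Runt binding to CBFb-SMMHC; some results filed as inactive read as strong as hits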
Target sequence (Q01196 whole entry, looked up, the tested form may be a part): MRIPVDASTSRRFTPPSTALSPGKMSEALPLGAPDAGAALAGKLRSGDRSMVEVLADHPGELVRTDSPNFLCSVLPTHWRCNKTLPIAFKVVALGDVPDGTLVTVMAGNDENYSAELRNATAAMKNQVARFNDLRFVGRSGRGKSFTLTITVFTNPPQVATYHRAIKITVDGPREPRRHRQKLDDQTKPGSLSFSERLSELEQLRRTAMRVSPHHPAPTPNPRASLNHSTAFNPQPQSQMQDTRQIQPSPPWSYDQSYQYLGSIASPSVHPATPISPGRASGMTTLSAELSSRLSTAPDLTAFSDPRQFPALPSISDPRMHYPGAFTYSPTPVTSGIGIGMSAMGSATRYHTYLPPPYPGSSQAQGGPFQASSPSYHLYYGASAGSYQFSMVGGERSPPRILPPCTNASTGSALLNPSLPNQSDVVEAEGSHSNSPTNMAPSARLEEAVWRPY
Target sequence (Q13951 whole entry, looked up, the tested form may be a part): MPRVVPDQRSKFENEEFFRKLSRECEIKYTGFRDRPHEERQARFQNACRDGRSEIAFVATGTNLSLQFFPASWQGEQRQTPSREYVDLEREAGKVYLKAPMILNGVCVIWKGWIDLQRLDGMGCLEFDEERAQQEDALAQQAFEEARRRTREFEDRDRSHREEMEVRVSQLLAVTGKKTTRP
Mdm2 ligase inh – blocks human Mdm2 ubiquitin ligase activity | signal enhancement, % at 5 µM | Q00987 | 210,000 tested, 0.11% active | AID 1230 | cell-based MDM2 ubiquitination luciferase reporter, 2 h; 0 = plate control, 100 = twice control, blank-subtracted;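 active means signal enhancement of 30% or more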;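 further: luminescence tracks abundance of the self-degrading MDM2-luciferase fusion protein; higher signal means inhibition of MDM2 E3 ligase activity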
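Assay system: mammalian cells stably expressing self-ubiquitinating, self-degrading MDM2 E3–luciferase fusion. Quantity: 2000 cells in each well. Medium: DMEM culture medium. Compound dosing: single-point 5 µM. Timing: cell settling 4 h, compound treatment 2 h, both 37 °C. Technique: luciferase luminescence. Read-out basis: percent signal gain over controls, blank-subtracted. Benchmarks: plate controls and plate blanks.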
EBV gp42 inh – blocks Epstein-Barr virus glycoprotein 42 binding. Q1HVG2. Fluorescence polarization binding assay, mP read-out. inhibition, % (tested at 21.74 µM). 220,000 tested, 0.42% active. AID 1085; in the data active means inhibition above about 50%
Target sequence (Q1HVG2 whole entry, looked up): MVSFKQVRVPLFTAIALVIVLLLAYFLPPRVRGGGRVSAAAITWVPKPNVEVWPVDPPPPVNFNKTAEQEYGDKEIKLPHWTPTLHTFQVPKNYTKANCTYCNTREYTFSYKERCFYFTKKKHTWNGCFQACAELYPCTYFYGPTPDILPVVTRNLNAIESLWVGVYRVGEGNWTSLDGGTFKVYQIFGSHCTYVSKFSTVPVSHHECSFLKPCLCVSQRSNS
TNF necrop inh – inhibitors of TNF-alpha induced necroptosis in Jurkat FADD-/- cells | Jurkat FADD-/- TNF necroptosis rescue, ATP luminescence, 24 h; 0 = TNF only, 100 = no-TNF cells | activation (protection from cell death), % at 10 µM | 220,000 tested, 0.068% active;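 active means activation, meaning protection from cell death, of at least 50% relative to plate controls; inactive means activation below 50%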;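 further: necroptosis triggered by 40 ng/mL TNF-alpha added together with compound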
TRPML3 ag – human mucolipin-3 channel agonism; Q8TDD5; HEK293 TRPML3-YFP, Fluo-8 calcium fluorescence; 100% = the carbachol control signal; activation, % at 3 µM; 220,000 tested, 0.29% active;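 active means activation above its plate's cutoff, the mean activation of the plate's test wells plus 3 SD, cut at about 12% in these data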;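 further: 0% = DMSO only wells and 100% = carbachol wells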
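Material: TRPML3-YFP stable HEK293 cells | Dosing: One concentration, 3 µM nominal, 0.3% DMSO | Timing: 125 s total fluorescence read per well | Technique: Fluo-8 calcium dye fluorescence, ex 470-495, em 515-575 nm | Measure: Percent activation from peak-to-basal fluorescence ratio, scaled between DMSO and carbachol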
CHOP inhibitor – blocks CHOP induction under ER stress; CHO-K1 CHOP-promoter luciferase, tunicamycin-induced, 15-18 h; inhibition, % at 10 µM; 220,000 tested, 3.8% active;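 active means compounds that reduced the stress-induced luciferase reporter signal by more than about 70% of percent inhibition, limit read from the data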;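 further: 0% = tunicamycin plus vehicle and 100% = wells without tunicamycin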
* hit, by the source's call; x = not tested or not shown; [ ] = remark or other dose.

SMILES	PPC-1+TRAIL kill	NCF1 inh	TRPN1 ag	Runt-SMMHC FRET	Mdm2 ligase inh	EBV gp42 inh	TNF necrop inh	TRPML3 ag	CHOP inhibitor
COc1ccc(NC2c3ccccc3C(=O)N2c2ccccn2)cc1Cl (centres undefined)	19.2	-1.7	-2.6	-10.6	-9.4	12.0	0.5	-1.3	26.0
CC1CCCC(C)N1CCNC(=O)CCn1nc(-c2ccccc2)ccc1=O (centres undefined)	10.3	-14.5	0.4	-4.3	-9.1	-13.8	0.3	0.6	-7.1
CC(C1CC1)N(Cc1ccccc1)C(=S)Nc1ccccc1Cl (centres undefined)	-1.8	1.9	-0.1	-2.5	-28.5	5.2	-1.0	0.4	51.2
CCC1(c2ccc(F)cc2)NC(=O)N(CC(=O)c2ccc[nH]2)C1=O (centres undefined)	4.2	-8.4	2.1	-0.3	-6.7	-9.5	3.6	0.2	-9.7
Cc1ccc(C(=O)Nc2ccc(S(=O)(=O)N3CCc4ccccc43)cc2)o1	-21.5	-25.6	1.9	-1.5	10.7	-11.1	-1.2	-0.5	8.3
COC(=O)C1C2C=CC3(CN(Cc4ccco4)C(=O)C13)O2 (centres undefined)	-2.3	-9.0	-0.6	-2.9	16.1	-10.7	-2.0	0.8	-15.4
COc1ccc(/C=C/C2=NN(C)C(=O)CC2)cc1	52.9*[5 µM]	0.8	1.8	-1.0	-14.3	-23.2	-5.4	0.8	32.4
COc1ccccc1C(=O)Nc1nnc(C)s1	10.0	-2.8	-0.8	2.3	-21.6	11.2	-1.0	0.8	9.7
C=CCn1c(CCNC(=O)c2cccs2)nnc1SCC(=O)c1ccc(Br)cc1	-4.3	-2.0	0.8	-2.9	-14.5	-7.5	-0.9	0.4	2.9
CCC(=O)Nc1ccc(NC(=S)NC(=O)/C=C/c2ccccc2)cc1	9.9	-3.5	1.3	-2.5	20.2	-10.7	17.5	0.7	91.7*
O=C1C2C(c3ccccc3)C=CC(c3ccccc3)C2C(=O)N1CCCO (centres undefined)	1.7	-8.6	-0.7	0.7	-8.3	-9.7	0.1	0.3	28.0
Cc1nc(=O)c(-c2ccccc2)c(C)n1CCO	7.4	-9.6	0.6	0.7	0.9	-8.2	-0.1	0.1	31.3
CCCCOc1ccc(C2(C(=O)O)CCCC2)cc1	-9.0	-14.1	1.0	0.6	-67.9	-11.8	-0.2	1.1	27.1
CCOc1ccc(/C=C/C(=O)NCCc2ccc(OC)c(OC)c2)cc1	14.6	-4.2	-0.4	1.9	x	-5.8	2.3	0.0	-0.9
COc1ccc2c(c1)c(C(=O)CN1CCN(Cc3ccccc3)CC1)c(C)n2C	-1.9	-2.6	-1.1	-1.5	-9.3	-14.4	8.9	0.7	-0.4
CC(C)OC(=O)NCCOC(=O)Nc1ccccc1Cl	x	-6.0	-0.2	0.1	-7.8	-4.0	-1.6	-0.1	4.0
CCCOc1ccc(Cn2c(C)nc([N+](=O)[O-])c2SCC(O)COC)cc1[N+](=O)[O-] (centres undefined)	9.5	-8.1	1.9	-5.5	-10.9	-7.8	0.3	-0.4	-4.3
CCOC(=O)C1=C(CN2CCOCC2)NC(=O)NC1c1cc(C)ccc1C (centres undefined)	30.6	4.1	-0.5	-1.4	5.3	0.5	-0.3	0.7	3.2
Cc1ncc([N+](=O)[O-])n1Cc1ccc(Cl)cc1	x	-16.9	-2.3	x	2.8	-8.6	-0.2	0.2	1.8
COc1ccc(S(=O)(=O)Nc2cccnc2)c(Cl)c1Cl	11.9	0.5	0.4	2.7	4.1	-29.7	0.8	0.8	-17.8
O=C(O)c1cccc(-c2ccc(/C=c3/sc4nc5ccccc5n4c3=O)o2)c1	6.6	-106.0	3.9	-181.4	-14.6	-27.3	-4.5	2.0	0.1
COc1cc(OC)c(NC(=O)CCc2nc(-c3ccc(C)cc3)no2)cc1Cl	6.1	3.6	-0.9	-7.5	-10.6	-0.6	-1.0	-0.1	11.7
CSCCC(NS(=O)(=O)c1c(Cl)cccc1Cl)C(=O)O (centres undefined)	3.4	-4.3	0.7	1.2	-11.7	2.8	1.2	0.9	9.3
COc1ccccc1NC(=O)/C=C/c1cc([N+](=O)[O-])ccc1OC(F)F	-0.2	-10.5	1.8	-0.2	x	-11.4	1.0	0.8	19.8
COc1ccc(C2=NOC(C(=O)N3CCN(c4ccccc4OC)CC3)C2)cc1 (centres undefined)	10.3	-14.4	0.9	11.3	-2.1	-2.2	-6.1	0.9	-6.3

Profiles from above. Screens in order: PPC-1+TRAIL kill | NCF1 inh | TRPN1 ag | Runt-SMMHC FRET | Mdm2 ligase inh | EBV gp42 inh | TNF necrop inh | TRPML3 ag | CHOP inhibitor
`C=CCn1c(CCNC(=O)c2cccs2)nnc1SCC(=O)c1ccc(Br)cc1` in the list: -4.3 | -2.0 | 0.8 | -2.9 | -14.5 | -7.5 | -0.9 | 0.4 | 2.9
`COc1cc(OC)c(NC(=O)CCc2nc(-c3ccc(C)cc3)no2)cc1Cl` in the list: 6.1 | 3.6 | -0.9 | -7.5 | -10.6 | -0.6 | -1.0 | -0.1 | 11.7
`COc1ccc(NC2c3ccccc3C(=O)N2c2ccccn2)cc1Cl` (centres undefined) in the list: 19.2 | -1.7 | -2.6 | -10.6 | -9.4 | 12.0 | 0.5 | -1.3 | 26.0

The listing continues:
SMILES	PPC-1+TRAIL kill	NCF1 inh	TRPN1 ag	Runt-SMMHC FRET	Mdm2 ligase inh	EBV gp42 inh	TNF necrop inh	TRPML3 ag	CHOP inhibitor
Cc1ccc(-c2csc3ncnc(Oc4cccc5ccc(C)nc45)c23)cc1	9.9	-31.4	-2.4	1.4	-1.7	-1.9	2.1	1.4	23.3
COc1cc(/C=N/NC(=O)CSc2cc(C)c(Br)cc2C)ccc1O	19.0	-5.7	0.3	0.7	-23.6	-16.1	-1.9	0.3	33.2
Cc1cc2nc(C)n(CCCN)c2cc1C	-1.7	-13.3	1.1	-1.5	-14.2	-14.6	-7.6	-0.1	7.8
CCCn1c(SCc2ccon2)nc2ccccc2c1=O	0.7	-3.8	-1.6	0.5	-5.1	5.5	-0.7	0.6	-1.4
CSc1oc(-c2ccco2)nc1S(=O)(=O)c1ccccc1	17.0	-15.3	-1.0	-1.2	-1.8	-10.5	-0.5	-0.6	-19.4
Cc1ccc(S(=O)(=O)Nc2ccc(N(C)C)cc2)cc1	13.8	5.9	-0.8	3.4	-7.6	3.4	0.6	-0.8	23.5
Cc1nc(N)nc(COc2ccccc2)n1	2.3	-25.7	-1.3	-1.8	-12.6	-6.2	0.7	0.5	11.0
COC(=O)c1cc(C)sc1NC(=O)C1CC(=O)NN1Cc1ccccc1 (centres undefined)	9.3	-6.4	-0.1	-0.7	-7.0	1.8	0.3	0.2	11.5
CCOC(=O)CC(C(=O)OCC)P(=O)(c1ccccc1)c1ccccc1 (centres undefined)	8.3	16.6	-0.9	-1.0	-4.8	-14.2	-0.7	0.0	17.2
O=C(NNC1CC(=O)N(c2ccccc2)C1=O)c1ccc(COc2ccccc2Cl)o1 (centres undefined)	8.2	3.2	0.9	3.4	-0.9	5.4	0.3	-0.8	4.9
COC(=O)CSc1nnc(CNC(=O)Cc2ccccc2)n1-c1ccccc1OC	-0.7	-4.9	1.0	4.6	-39.2	-23.4	-0.8	0.5	-13.1
CCn1cc(C(=O)NCCCN2CCCC(C)C2)c(=O)c2cc(S(=O)(=O)N3CCc4ccccc4C3)ccc21 (centres undefined)	22.1	6.0	-2.2	-0.3	-11.7	5.5	-16.9	-0.4	20.2
O=C(CSC1CN(C(c2ccccc2)c2ccccc2)C1)N/N=C/c1ccc(Cl)cc1Cl	-6.3	-19.1	-0.1	-4.9	-9.5	-5.2	0.2	0.1	9.8
Fc1cccc(-c2cc3nc(-c4ccccc4)cc(N4CCC5(CC4)OCCO5)n3n2)c1	-28.5	-23.4	0.3	34.2	x	-19.1	-1.2	0.3	30.6
Clc1ccc(-c2cc(COc3ccccc3)no2)cc1Cl	-4.6	-24.6	-0.9	-2.3	17.2	-54.8	0.9	0.3	18.8
Cc1ccc(C(=O)c2cc(C)sc2NC(=O)CN2CCN(C(=O)c3ccco3)CC2)cc1	-7.3	-14.9	0.0	-1.9	-14.8	-16.1	-5.2	0.5	81.5*
COc1ccc(C2c3ccc(O)cc3Oc3ncn4nc(-c5ccccn5)nc4c32)cc1 (centres undefined)	17.2	-12.6	-0.4	x	-21.1	-60.9	0.6	-1.1	8.7
O=C(O)C1CCCN(S(=O)(=O)c2ccc(Cl)s2)C1 (centres undefined)	-9.1	-11.2	0.9	4.5	-12.9	-8.8	-0.6	0.7	8.8
Cc1c(Br)c(C(F)(F)F)nn1CC(=O)NCCN1CCOCC1	14.6	-2.7	-0.3	-4.2	-13.9	11.3	0.2	-0.2	0.6
CC(C)Nc1ccc(Nc2ccnc3cc4ccccc4cc23)cc1	21.0	12.4	-0.7	8.1	-7.7	-6.3	-30.0	0.2	12.2
CC(C)Cn1cnc2c(c(-c3ccccc3)c(-c3ccccc3)n2Cc2ccco2)c1=N	7.3	-20.6	-1.7	-0.7	-11.8	-13.4	-5.5	0.3	47.6
CCOC(=O)C1(CC2CC2)CCN(C(=O)c2cccnc2C)CC1	11.0	-10.4	1.2	-2.3	-4.1	-12.9	0.1	1.1	-15.3

Records listed above printed as active in CHOP inhibitor:
compound,NCF1 inh,Runt-SMMHC FRET,Mdm2 ligase inh,EBV gp42 inh,TRPML3 ag,CHOP inhibitor
CCC(=O)Nc1ccc(NC(=S)NC(=O)/C=C/c2ccccc2)cc1,-3.5,-2.5,20.2,-10.7,0.7,91.7*
Cc1ccc(C(=O)c2cc(C)sc2NC(=O)CN2CCN(C(=O)c3ccco3)CC2)cc1,-14.9,-1.9,-14.8,-16.1,0.5,81.5*

Taken from above.
Cc1c(Br)c(C(F)(F)F)nn1CC(=O)NCCN1CCOCC1 in CHOP inhibitor shows 0.6
CCn1cc(C(=O)NCCCN2CCCC(C)C2)c(=O)c2cc(S(=O)(=O)N3CCc4ccccc4C3)ccc21 (centres undefined) in NCF1 inh shows 6.0

From PubChem
